# RORgamma inh: qHTS for inhibitors of ROR gamma transcriptional activity | Nuclear receptor ROR-gamma (Mus musculus), P51450 | hit rate 5.4% among 310,000 | Drosophila S2 Gal4-RORgamma UAS-luciferase reporter, 20 h | Potency, µM (doses to about 53.6 µM), inactives show at the highest dose activity change, negative = inhibition, usual class: inhibitors; further: potency means the concentration at half of the fitted maximal effect; on the % scale 0 is the no-effect control and ±100 the full control effect; nearly all actives have a fitted effect of over 60% in size
# Target sequence (P51450 whole entry, looked up, the tested form may be a part): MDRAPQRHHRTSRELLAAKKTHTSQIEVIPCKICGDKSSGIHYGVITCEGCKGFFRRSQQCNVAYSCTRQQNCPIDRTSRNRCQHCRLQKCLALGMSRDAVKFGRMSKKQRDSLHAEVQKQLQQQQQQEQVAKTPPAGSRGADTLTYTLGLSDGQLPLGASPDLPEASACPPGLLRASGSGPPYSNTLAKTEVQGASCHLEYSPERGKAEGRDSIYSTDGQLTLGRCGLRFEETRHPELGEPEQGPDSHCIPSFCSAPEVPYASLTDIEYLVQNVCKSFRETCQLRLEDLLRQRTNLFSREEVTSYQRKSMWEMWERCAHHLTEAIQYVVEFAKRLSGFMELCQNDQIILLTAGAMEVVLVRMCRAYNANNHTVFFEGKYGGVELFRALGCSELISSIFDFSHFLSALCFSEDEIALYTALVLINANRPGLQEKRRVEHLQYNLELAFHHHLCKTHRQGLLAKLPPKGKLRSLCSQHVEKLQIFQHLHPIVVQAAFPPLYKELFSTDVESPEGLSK
#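 Drosophila S2 cells stably expressing Gal4-DBD/mouse RORγ fusion under metallothionein promoter plus UAS-luciferase; compound 1 h, then 700 uM CuSO4 induction for 20 h at ambient temperature; inhibition read as reduced luminescence.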
# BRCA1 expr act: qHTS Assay to Identify Small Molecule Activators of BRCA1 Expression; Potency, µM (top dose mostly 46.1 µM), inactives show at the highest dose activation, usual class: activators; hit rate 1.1% among 380,000; MCF7-BRCA1-FFLuc reporter, luminescence, 48 h; response scale: scaled: vehicle 0%, 10 µM genistein 100%; further: potency means the concentration at half of the fitted maximal effect; nearly all actives have a fitted effect of over 80% in size; some results filed as inactive show a strong effect at the top dose
#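 48 h compound treatment of MCF7-BRCA1-FFLuc cells (phenol-red free MEM, 37 °C), then 15 min with luciferase substrate and luminescence imaging.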
# FLuc counter: qHTS profiling assay for firefly luciferase inhibitor/activator using purifed enzyme and Km concentrations of substrates (counterscreen for miR-21 project); hit rate 6.9% among 360,000; Potency, µM (top dose mostly 57.5 µM), for the others: at the highest dose activity change, negative = inhibition, hits mostly inhibitors; AID 588342, 2011; Luciferin 4-monooxygenase (Photinus pyralis), P08659; purified FLuc, Km substrates, luminescence inhibition;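 further: potency means the concentration at half of the fitted maximal effect; plate controls were vehicle for no effect and reference inhibitor for full effect; nearly all actives have a fitted effect of over 55% in size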
#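 Biochemical qHTS of compounds, final roughly 60 µM downward over six points, against 10 nM purified firefly luciferase using Km concentrations of substrates (10 uM D-luciferin, 10 uM ATP) in Tris acetate pH 7.5 buffer; luminescence output.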
# p53 reactivation: qHTS assay for re-activators of p53 using a Luc reporter | H1299 p53-A138V BP100-luciferase reporter, luminescence, 24 h | hit rate 0.063% among 320,000 | Potency, µM (highest dose often 92.2 µM), without a hit: top-dose activity change, positive = activation, actives largely listed as activators | AID 504706, 2011; further: potency means the concentration at half of the fitted maximal effect; % of control where 0% means no effect; nearly all actives have a fitted effect of over 45% in size
#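 H1299 (p53-null), stable ts p53-A138V + BP100-Luc; 1000 cells/well, Opti-MEM/10% FBS; cpd 4 pt, 1:5; 24 h, 37 deg C, 5% CO2; detection reagent 10 min RT; luminescence.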
# Tb PFK block: qHTS Assay to Find Inhibitors of T. brucei phosphofructokinase; ATP-dependent 6-phosphofructokinase (Trypanosoma brucei brucei), O15648; T. brucei PFK, ADP-Glo luminescence; Potency, µM (doses to about 57.5 µM), inactives show at the highest dose activity, negative = inhibition, most hits filed as inhibitors; hit rate 0.17% among 330,000; AID 485367, 2010;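 further: potency means the concentration at half of the fitted maximal effect; 0% = uninhibited 1x PFK enzyme wells and -100% = no-enzyme wells; nearly all actives have a fitted effect of over 60% in size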
# Target sequence (O15648 whole entry, looked up): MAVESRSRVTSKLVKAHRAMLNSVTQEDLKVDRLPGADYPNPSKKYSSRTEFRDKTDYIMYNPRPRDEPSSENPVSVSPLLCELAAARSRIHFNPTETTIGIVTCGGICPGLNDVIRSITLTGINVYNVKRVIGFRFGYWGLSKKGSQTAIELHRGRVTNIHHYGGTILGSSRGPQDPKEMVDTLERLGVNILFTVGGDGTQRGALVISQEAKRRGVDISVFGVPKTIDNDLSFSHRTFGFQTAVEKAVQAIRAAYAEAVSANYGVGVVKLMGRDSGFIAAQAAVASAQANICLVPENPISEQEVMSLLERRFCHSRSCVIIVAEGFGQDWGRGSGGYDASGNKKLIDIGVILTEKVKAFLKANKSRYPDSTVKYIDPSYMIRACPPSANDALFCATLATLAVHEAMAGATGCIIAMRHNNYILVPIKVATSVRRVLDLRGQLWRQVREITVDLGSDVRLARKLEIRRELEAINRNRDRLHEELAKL
#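 Compounds were pin-transferred as a titration series up to 57 uM into substrate buffer (0.5 mM F6P, 0.1 mM ATP, pH 8.0), then 1.25 nM PFK was added and reactions ran 45 min before ADP-Glo detection.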
# ELG1 repair inh: qHTS screen for small molecules that inhibit ELG1-dependent DNA repair in human embryonic kidney (HEK293T) cells expressing luciferase-tagged ELG1; HEK293T ELG1-luciferase reporter, luminescence, 16 h; DNA damage induced by 5-fluorouridine; AID 504467, 2011; hit rate 2.3% among 330,000; Potency, µM (series often up to 46.1 µM), for the others: top-dose activity change, negative = inhibition, hits mostly inhibitors; further: potency means the concentration at half of the fitted maximal effect; on the % scale 0 is the no-effect control and ±100 the full control effect; nearly all actives have a fitted effect of over 55% in size
#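 HEK293T cells expressing luciferase-tagged ELG1 (2,000/well) received 5-Fluorouridine plus compound or DMSO for 16 hr at 37 °C. Luciferase was read by ONE-Glo luminescence after 30 min at room temperature.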
# ELG1 genotoxic: qHTS screen for small molecules that induce genotoxicity in human embryonic kidney (HEK293T) cells expressing luciferase-tagged ELG1; hit rate 1.3% among 330,000; AID 504466, 2011; Potency, µM (highest dose often 46 µM), for the others: top-dose activity change, positive = activation, actives largely listed as activators; HEK293T ELG1-luciferase reporter, luminescence, 16 h; further: potency means the concentration at half of the fitted maximal effect; % of control where 0% means no effect; nearly all actives have a fitted effect of over 60% in size
#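 HEK293T cells expressing luciferase-tagged ELG1 were exposed to compound or DMSO vehicle for 16 hr at 37 °C and 5% CO2. Luciferase activity was then measured with ONE-Glo after 30 min at room temperature.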
# TRPV1 ag: HTS Assay for Compounds that Act as Agonists of the Vanilloid Receptor 1 | Transient receptor potential cation channel subfamily V member 1 (Homo sapiens), Q8NER1 | TRPV1-expressing cells, Fluo-8 calcium influx, agonist mode | activation, % at 8.33 µM | hit rate 0.19% among 320,000; in the data active means activation above about 80%; inconclusive means between about 30% and that limit; further: 0% is about no effect
#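 Cells expressing TRPV1 were dye-loaded with Fluo-8 and read kinetically: 10 s baseline, 3 min after compound (agonist portion), then 2 min after EC20 capsaicin (allosteric enhancer portion). Calcium-bound dye fluorescence at 480/520 nm.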
# VP16 counter: VP16 counterscreen qHTS for inhibitors of ROR gamma transcriptional activity; Drosophila S2 Gal4-VP16 UAS-luciferase, luminescence, 20 h; Potency, µM (series often up to 53.6 µM), for inactives: top-dose activity, negative = inhibition, hits mostly inhibitors; hit rate 3.5% among 310,000; AID 2546, 2010;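 further: Gal4-VP16 expression switched on by copper sulfate through the metallothionein promoter; potency means the concentration at half of the fitted maximal effect; on the % scale 0 is the no-effect control and ±100 the full control effect; nearly all actives have a fitted effect of over 50% in size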
# Rab9 promoter act: qHTS Assay for Rab9 Promoter Activators. hit rate 2.8% among 320,000. Potency, µM (highest dose often 9.22 µM), for inactives: top-dose activation, negative = inhibition, most hits filed as activators. Huh7 Rab9 promoter-luciferase reporter, luminescence, 24 h. AID 485297, 2010; further: potency means the concentration at half of the fitted maximal effect; % of control where 0% means no effect; nearly all actives have a fitted effect of over 60% in size
#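 Steps: seed 1500 Huh7 Rab9-luc cells per well, rest 2 h at 37 °C; add compound in DMSO; incubate 24 h; add luciferase reagent, 10 min ambient; read luminescence.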
# NPC1 prom act: qHTS Assay for NPC1 Promoter Activators; Huh7 NPC1 promoter luciferase reporter, 24 h; AID 485313, 2010; hit rate 2.4% among 320,000; Potency, µM (titrated, usually from 9.22 µM), inactives show at the highest dose activation, usual class: activators;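 further: potency means the concentration at half of the fitted maximal effect; % of control where 0% means no effect; nearly all actives have a fitted effect of over 60% in size; reporter is driven by a mutant NPC1 promoter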
#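 Quantitative HTS used a cell-based reporter: Huh7 cells stably bearing the NPC1 promoter upstream of luciferase were treated with compounds for 24 h, and promoter activation was read as luminescence.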
# * = called active by the depositor; ? = inconclusive; . = not tested or not shown; [ ] = dose if it differs, or a comment. Unless noted, the call rests on the fitted dose curve; in most records, active means well fitted curve in the direction sought with a large enough effect; inconclusive means small, poorly fitted or top-dose-only effect, or another doubt; inactive means no such curve, though single readings can be large; an effect the other way counts as inactive or inconclusive. Random draw from the library; 15% or so of the library scored in one or more.
canonical_smiles,NPC1 prom act,Tb PFK block,FLuc counter,RORgamma inh,TRPV1 ag,Rab9 promoter act,BRCA1 expr act,ELG1 genotoxic,VP16 counter,ELG1 repair inh,p53 reactivation
COc1cscc1C(N)=O,3%,0%,0%,-12%,3,-1%,3%,0%,9%,7%,0%
CCOC(=O)c1ccc(NC(=O)CSc2nncn2-c2cccnc2)cc1,1%,-2%,-6%,9%,-3,7%,-1%,1%,4%,?,-3%
Cc1ccc2nc(SCC(=O)NNC(=O)c3ccccc3)[nH]c2c1,0%,-3%,?,-5%,-4,4%,-2%,5%,-12%,4%,-5%
CC(C)(C)Nc1nc(Cl)nc(NCc2ccccc2)n1,3%,-4%,5%,?,17,-2%,-21%,-2%,-9%,-2%,8%
CCc1ccc(OCC(=O)NC2CCCCC2)c(Br)c1,-2%,-3%,3%,2.8µM*,0,5%,?,8%,4µM*,12%,5%
CCCCNC(=O)COC(=O)c1ccc(C)c(NC(=O)c2ccco2)c1,-3%,2%,-3%,15%,0,-4%,0%,-1%,7%,4%,1%
COCc1[nH][nH]c(=O)c1C=Nc1ccc(C(F)(F)F)cc1,1%,3%,6%,-7%,-6,4%,-4%,2%,-2%,9%,1%
CN(C(=O)CSc1ncnc2sccc12)C1CCCCC1,?,-1%,13µM*,.,13,2.8µM*,4µM*,?,.,?,?
CC(Sc1nnc(CN2CCCC2)n1Cc1ccccc1)C(=O)Nc1ccccc1 (configuration not stated),0%,-7%,5%,.,5,-2%,-4%,0%,.,-4%,15%
Cc1c(Cl)cccc1-n1c(SCC(=O)N2CCC(C(=O)O)CC2)nnc1-c1ccncc1,-1%,1%,4%,5%,4,-4%,-12%,3%,2%,11%,0%
O=C(CCc1nc2ccccc2c(=O)[nH]1)OCc1nnc(-c2ccccc2)o1,8%,3%,-12%,21%,2,-12%,0%,-2%,6%,23%,0%
CN(Cc1ccccc1)C(=O)COC(=O)C12CC3CC(CC(Br)(C3)C1)C2,.,1%,.,.,.,.,1%,-4%,.,-10%,4%
COc1ccc(-c2c[n+](CC(=O)c3ccccc3)c3n2CCCCC3)cc1,-3%,-2%,0%,6%,-2,-11%,-35%,-4%,-10%,15µM*,0%
Cc1ccc(OCC(=O)N2CCC(N3CCCCCC3)CC2)cc1,-4%,0%,-2%,32%,6,-1%,-12%,7%,2%,1%,7%
Cc1ccc(-c2nn(-c3ccccc3)cc2/C=N/NC(=O)CSc2nnc(C)n2-c2ccccc2)cc1,?,3%,?,?,2,27%,-22%,-8%,?,?,?
O=C(c1cccc(-c2ccc(O)cc2)c1)N1CCOCC1,2%,-5%,-4%,38%,-1,1%,-18%,?,22%,?,4%
COCCCn1c(SCc2cc(=O)[nH]c3ccccc23)nnc1-c1ccco1,1%,-9%,8%[2.3 µM],3%,3,3%,-13%,-1%,0%,-5%,-6%
Cn1c(-n2c(-c3ccco3)nc3ccccc3c2=O)nc2ccccc21,0%,-3%,21µM*,-12%,7,-5%,14%,-1%,-5%,?,21%
CCN(CC)S(=O)(=O)c1cccc(-c2nnc(SCC(=O)c3cc(C)n(C)c3C)o2)c1,-1%,0%,3%,2%[10 µM],-2,4%,-24%,-15%,3%,?,3%
CCOc1ccc(N(CC(=O)NCc2cccc(OC)c2)S(=O)(=O)c2c(C)noc2C)cc1,1%,0%,3%,-10%,5,-3%,-16%,-15%,0%[0.365 µM],-9%,-3%
CCOC(=O)/C(=N\Nc1ccccc1Cl)N1CCN(Cc2ccccc2)CC1,-6%,4%,-1%,?,20,2%,-31%,1%,-1%,6%,-5%
C=CCn1c(O)c(N=NC(=S)Nc2cccc(C)c2)c2ccccc21,-8%,-1%,3%,0.25µM*,-2,-15%,-94%,1%,0.45µM*,15%,8%
O=[N+]([O-])c1cccc(S(=O)(=O)N2CN(c3ccc(Br)cc3)c3nc4ccccc4nc32)c1,.,0%,.,.,.,.,-8%,0%,.,5%,1%
COC(=O)CSc1nnc(-c2ccccc2O)n1-c1ccc(C)cc1,10%,1%,3%,?,-1,2%,14%,-5%,?,-3%,-5%
Cc1c(CCC(=O)O)c(=O)n2c([nH]c3ccccc32)c1C#N,0%,14%,0%,-31%,3,2%,-2%,1%,6%,0%,5%
O=CNc1ccc(OC(=O)c2cncc(Br)c2)cc1,-4%,0%,-13%,-1%,0,1%,-19%,-9%,10%,0%,-3%
C=CCn1c(SCC(=O)NC2CCS(=O)(=O)C2)nnc1-c1ccncc1 (configuration not stated),-1%,-2%,-1%,-2%,-3,13%,5%,0%,-2%,?,10%
O=C1CC(N2CCC(Cc3ccccc3)CC2)C(=O)N1CCc1ccccc1 (configuration not stated),0%,-3%,6%,?,23,0%,10%,-6%,-22%,-2%,1%
CC(=O)N(c1ccccc1)c1nnc(-c2cnc(C)cn2)s1,1.6µM*,-11%,?,0%,-1,3.2µM*,79%,9.2µM*,6%,?,1%
O=C(O)CC/C(=N\NC(=O)CNC(=O)c1ccc(F)cc1)c1ccccc1,-7%,1%,2%,-9%,0,6%,-25%,0%,6%,14%,1%
CN1C(C(=O)NCc2ccco2)=CC(c2ccc(F)cc2)=NS1(=O)=O,9%,1%,4%,-6%,?,-7%,-20%,-3%,3%,-3%,-9%
COc1ccc(C(NC(=O)/C=C/c2ccco2)c2ccc(OC)cc2)cc1,-2%,-10%,-10%,10%,22,-2%,28%,4%,?,21%,-10%
CCCOc1ccc(C(=O)CCNC(Cc2c[nH]c3ccccc23)C(=O)O)cc1 (configuration not stated),0%,0%,-14%,?,3,0%,-17%,0%,?,15%,-5%
O=C(NCc1ccc(F)cc1)C(Cc1ccccc1)NS(=O)(=O)c1cccs1 (configuration not stated),-2%,-1%,9%,6%,0,-5%,-1%,-5%,8%,3%,-4%
CCOc1ccc(S(=O)(=O)N2CCN=C2Cc2ccccc2)cc1C,0%,0%,-1%,-32%,7,-3%,-19%,1%,-4%,-11%,3%
O=C(c1ccc2nc(N3CCOCC3)sc2c1)N1CCCC1,1%,-10%,3%,?,2,2%,0%,14%,24%,?,11%
COc1ccc(NC(C)=O)cc1S(=O)(=O)NC1CCSc2ccccc21 (configuration not stated),1%,-5%,1%,-2%,0,-5%,3%,7%,-8%,-1%,2%
Cc1ccnc(NS(=O)(=O)c2ccccc2)n1,-3%,3%,-1%,0%,-2,7%,0%,2%,-3%,2%,-2%
CC(Nc1ncnc2sccc12)c1ccccc1 (configuration not stated),-29%,2%,0%,?,14,-35%[inhibitor],-17%,-22%,1.4µM*,?,-1%
CCOC(=O)c1csc(N/N=C2\CCCc3ccccc32)n1,-1%,0%,?,?,4,1%,1%,-12%,-27%,-2%,5%
C[C@@H]1C(=O)O[C@H]2[C@H](O)[C@@]34[C@H]5C[C@@H](C(C)(C)C)[C@]36[C@@H](OC(=O)[C@@H]6O)O[C@@]4(C(=O)O5)[C@@]12O,-6%,-9%,2%,-5%,-3,-4%,-12%,1%,-1%,0%,0%
O=C(NNC1=NS(=O)(=O)c2ccccc21)C1CC(=O)N(c2ccccc2)C1 (configuration not stated),-3%,4%,-11%,4%,5,15%,-4%,-9%,-3%,1%,2%
COc1ccccc1Nc1ccc2nonc2c1[N+](=O)[O-],-12%,-1%,-3%,.,2,-3%,-5%,9%,.,3%,.
COC(=O)c1ccccc1NC(=O)c1cc2n(n1)C(C(F)F)CC(C(F)F)N2 (configuration not stated),-2%,1%,0%,-7%,1,5%,-26%,7%,-8%,9%,0%
